PME-1 primary: PME-1 inhibitors via competitive probe labeling, primary screen, biochemical, fluorescence polarization, FP-Rh probe, HTS. Protein phosphatase methylesterase 1 (Homo sapiens), Q9Y570. recombinant PME-1. inhibition, % at 5.9 µM. actives 0.53% (n = 320,000). AID 2130, 2009;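 active = inhibition above the campaign mean of all compounds plus 3 SD, cut at about 26% in these data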;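 note: competitive labeling of PME-1 active site by serine hydrolase directed probe; 0% = PME-1 with DMSO and 100% = wells lacking PME-1 enzyme; inhibitors block probe labeling so polarization falls and inhibition rises; many of its hits are not listed in these tables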
PAFAH2 FP inh: PAFAH2 enzyme inhibitors, primary screen, biochemical, fluorescence polarization, human; recombinant PAFAH2, FP-rhodamine activity probe; actives 0.99% (n = 340,000); inhibition, % at 3.39 µM; Platelet-activating factor acetylhydrolase 2, cytoplasmic (Homo sapiens), Q99487;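 active = inhibition above the mean over all tested compounds plus 3 SD, cut at about 30% in these data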;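 note: inhibitors block probe labeling of enzyme so polarization drops; 0% = enzyme with DMSO and 100% = wells lacking PAFAH2 protein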
pPAFAH FP inh: pPAFAH enzyme inhibitors, primary screen, biochemical, fluorescence polarization, human; Platelet-activating factor acetylhydrolase (Homo sapiens), Q13093; recombinant pPAFAH, FP-rhodamine probe fluorescence polarization; inhibition, % at 3.39 µM; actives 1.5% (n = 330,000);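 active = inhibition above the mean inhibition across the screen plus 3 SD, cut at about 25% in these data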;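 note: inhibitors block binding of the rhodamine activity-based probe so polarization drops; 0% = enzyme with DMSO and 100% = wells lacking pPAFAH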
Target sequence (Q13093 whole entry, looked up): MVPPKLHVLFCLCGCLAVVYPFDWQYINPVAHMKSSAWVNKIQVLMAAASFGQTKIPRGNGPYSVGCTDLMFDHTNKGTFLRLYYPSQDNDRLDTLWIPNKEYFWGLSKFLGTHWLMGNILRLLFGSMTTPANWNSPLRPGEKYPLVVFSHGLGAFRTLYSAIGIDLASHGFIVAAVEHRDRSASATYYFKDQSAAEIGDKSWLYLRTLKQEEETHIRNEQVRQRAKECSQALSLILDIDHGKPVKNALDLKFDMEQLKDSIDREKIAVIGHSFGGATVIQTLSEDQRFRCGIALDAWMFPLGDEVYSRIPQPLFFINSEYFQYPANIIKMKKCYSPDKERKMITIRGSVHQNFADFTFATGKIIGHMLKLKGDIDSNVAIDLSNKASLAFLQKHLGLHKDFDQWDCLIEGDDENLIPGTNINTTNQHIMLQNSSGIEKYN
GSTO1 inh: inhibitors of recombinant GSTO1, primary screen, counter-screen for RBBP9 inhibitor project, biochemical, fluorescence polarization; Glutathione S-transferase omega-1 (Homo sapiens), P78417; activity-based probe fluorescence polarization; inhibition, % at 5.96 µM; actives 1.1% (n = 300,000); AID 1974, 2009;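 active = inhibition above the campaign mean inhibition plus 3 SD, cut at about 35% in these data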;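 note: 0% = GSTO1-1 with DMSO and 100% = wells lacking GSTO1-1 enzyme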
PAFAH1B3 FP inh: PAFAH1B3 enzyme inhibitors, primary screen, biochemical, fluorescence polarization, human | Platelet-activating factor acetylhydrolase IB subunit alpha1 (Homo sapiens), Q15102 | recombinant PAFAH1B3, FP-rhodamine probe | inhibition, % at 3.39 µM | actives 0.28% (n = 340,000) | AID 492972, 2010;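 active = inhibition above the screen-wide average of all tested compounds plus 3 SD, cut at about 25% in these data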;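 note: 0% = enzyme with DMSO only and 100% = wells lacking PAFAH1B3 protein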
Fam108B inh: mouse Fam108B serine hydrolase inhibitors, primary screen, counter-screen for RBBP9 inhibitor project, biochemical, fluorescence polarization; recombinant Fam108B, FP-Rh probe fluorescence polarization; inhibition, % at 9.51 µM; actives 0.33% (n = 300,000);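 active = inhibition above the screen mean inhibition plus 3 SD, computed separately per campaign, cut at about 18% in these data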;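 note: inhibitors lower polarization as less probe binds the enzyme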
LYPLA1 counter: LYPLA1 inhibitors, primary screen, counter-screen for PME1 inhibitor project, biochemical, fluorescence polarization, FP-Rh probe ABPP | recombinant LYPLA1 | inhibition, % at 5.9 µM | actives 0.16% (n = 320,000) | AID 2174, 2009;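 active = inhibition above the mean of all tested compounds plus 3 SD, set per campaign, cut at about 14% in these data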;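 note: inhibitors block serine hydrolase probe labeling of LYPLA1 so polarization falls; 0% = enzyme with DMSO and 100% = wells lacking LYPLA1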
Target sequence (O75608 whole entry, looked up): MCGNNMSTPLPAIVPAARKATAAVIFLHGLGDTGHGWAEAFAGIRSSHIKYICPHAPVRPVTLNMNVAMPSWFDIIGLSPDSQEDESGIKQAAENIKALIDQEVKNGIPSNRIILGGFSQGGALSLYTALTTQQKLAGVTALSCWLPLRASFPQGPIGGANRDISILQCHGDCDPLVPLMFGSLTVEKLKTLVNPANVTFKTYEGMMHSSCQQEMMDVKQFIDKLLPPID
PAFAH1B2 FP inh: PAFAH1B2 enzyme inhibitors, primary screen, biochemical, fluorescence polarization, human | Platelet-activating factor acetylhydrolase IB subunit alpha2 (Homo sapiens), P68402 | recombinant PAFAH1B2, FP-rhodamine activity probe | inhibition, % at 3.39 µM | actives 1.2% (n = 340,000);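 active = inhibition above the mean of all tested compounds plus 3 SD, cut at about 24% in these data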;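 note: 0% = enzyme with DMSO and 100% = wells lacking PAFAH1B2; many of its hits are not listed in these tables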
Target sequence (P68402 whole entry, looked up): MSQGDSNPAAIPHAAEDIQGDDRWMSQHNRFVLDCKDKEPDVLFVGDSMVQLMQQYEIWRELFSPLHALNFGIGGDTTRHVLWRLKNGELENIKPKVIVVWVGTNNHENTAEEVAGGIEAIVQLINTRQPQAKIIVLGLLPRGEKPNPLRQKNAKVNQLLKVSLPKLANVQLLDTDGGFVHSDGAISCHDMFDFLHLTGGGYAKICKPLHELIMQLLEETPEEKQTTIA
PAD4 inh: human PAD4 inhibitors, primary screen, biochemical, fluorescence polarization, 1536-well format. Protein-arginine deiminase type-4 (Homo sapiens), Q9UM07. recombinant PAD4, RCA probe fluorescence polarization. inhibition, % at 6.36 µM. actives 0.41% (n = 330,000). AID 485272, 2010;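 active = percent inhibition above a cutoff equal to the mean of all tested compounds plus 3 SD, cut at about 15% in these data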;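 note: 0% = PAD4 with RCA probe and DMSO and 100% = probe without PAD4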
* marks the source's active call; other numbers are inactive results; · = not tested or not shown. This is a subset (hit frequency here may not be typical).

SMILES | PME-1 primary | PAFAH2 FP inh | pPAFAH FP inh | GSTO1 inh | PAFAH1B3 FP inh | Fam108B inh | LYPLA1 counter | PAFAH1B2 FP inh | PAD4 inh
O=C(CCn1ccc2cc(S(=O)(=O)N3CCCC3)ccc21)NCc1ccccc1 | 13 | -1 | 3 | 4 | 10 | -3 | -2 | 1 | 3
Cc1cc(OC(C)C(=O)N2CCN(c3ccc(F)cc3)CC2)c2c(C)cc(=O)oc2c1 (centres undefined) | 5 | -2 | 3 | 3 | 10 | 0 | -1 | 2 | 4
COc1ccccc1OCC(=O)NCc1ccco1 | -2 | 1 | -6 | 0 | 3 | 2 | -2 | 2 | 1
Cc1cc(=O)oc(C)c1C(=O)N1CCN(Cc2ccc3c(c2)OCO3)CC1 | 7 | 2 | 4 | 7 | 3 | 2 | -3 | 3 | -3
O=C(NCc1ccncc1)C12CC3CC(CC(C3)C1)C2 | 3 | 5 | 1 | 0 | 0 | 3 | 0 | 9 | -1
CCOC(=O)c1cc(CC)sc1/N=C/C1C(=O)CC(C)(C)CC1=O | 0 | -7 | -1 | 2 | 5 | -1 | 1 | 1 | -2
CC(OC(=O)CNC(=O)c1ccco1)C(=O)N(C)c1ccccc1 (centres undefined) | 0 | 4 | 1 | 2 | 6 | -4 | 4 | 2 | -5
CCn1nc(C)c(Br)c1C(=O)Sc1ccccc1Cl | -4 | -2 | 1 | 11 | 8 | 3 | 1 | 7 | -3
Cc1cccc(Cn2nnc3ccccc32)c1O | 3 | 5 | -6 | 13 | 0 | 2 | 0 | -1 | -1
CCCCCC(=O)N/N=C/c1ccccc1[N+](=O)[O-] | 3 | 13 | 3 | 5 | 8 | 1 | -1 | 10 | -1
O=C(NCc1cccnc1)c1ccc(Cl)c(S(=O)(=O)Nc2ccccc2C(=O)NCc2cccnc2)c1 | 0 | 2 | -3 | 2 | 2 | 0 | 0 | 5 | -3
CCOC(=O)c1sc(NC(=O)CSC(=S)N2CCOCC2)nc1C | -2 | 4 | 1 | 5 | 6 | 2 | -3 | 3 | 7
COC(=O)c1ccccc1S(=O)(=O)N(CCCO)Cc1cc2c(C)ccc(C)c2[nH]c1=O | 6 | 6 | 8 | -9 | 1 | 2 | 1 | 0 | -2
O=C1[C@H]2[C@@H](C3CC3)N3C(=O)CN(Cc4ccccn4)C(=O)[C@@]3(Cc3ccccc3)[C@H]2C(=O)N1c1ccccc1 | -1 | -2 | 1 | 1 | 9 | -1 | 1 | -1 | -4
CCn1c(O)c(C#N)c(C)cc1=O | -7 | 2 | -7 | 10 | 7 | -1 | -2 | 4 | -8
O=S1(=O)c2ccc(Br)cc2OC(COCc2ccccc2)CN1Cc1ccccc1 (centres undefined) | · | -11 | 0 | · | -1 | · | · | 7 | -2
Cc1ccccc1C(=O)NCC(=O)OC(C)C(=O)Nc1ccnn1C(C)C (centres undefined) | -3 | -2 | 0 | -1 | 12 | -2 | 5 | 5 | -4
NS(=O)(=O)c1ccc(NC(=S)NCc2ccc3c(c2)OCO3)cc1 | 8 | 1 | 4 | 8 | 5 | -3 | -2 | 7 | -1
COc1ccc2[nH]c(C)c(CN3CCCCC3)c(=O)c2c1 | 1 | 1 | 4 | -1 | 7 | 4 | 0 | 1 | -2
c1ccc(Cn2c3ccccc3c3nnc(SCCN4CCCCC4)nc32)cc1 | 5 | · | 6 | 5 | · | -2 | -1 | · | 0
CCn1cc(/C=C(\NC(=O)c2ccc(OC)c(OC)c2)C(=O)N2CCN(C)CC2)c2ccccc21 | 0 | -3 | 8 | -1 | 2 | 2 | 4 | -4 | -1
NS(=O)(=O)c1cc2c(cc1Cl)NC(C1C[C@H]3C=C[C@@H]1C3)NS2(=O)=O (some centres undefined) | 0 | -1 | 1 | 1 | 15 | 0 | -1 | 0 | 0
COc1ccc(NC(=O)CN(C)C(=O)c2cccc(S(=O)(=O)N3CC4(C)CC3CC(C)(C)C4)c2)cc1 (centres undefined) | -2 | -3 | 4 | 4 | 0 | -1 | -3 | 5 | -4
Cc1c(Br)c(C(F)(F)F)nn1CC(=O)N(C)C1CCCCC1 | -2 | 1 | 2 | 5 | 7 | 1 | 0 | 3 | -1
CCOc1cc(/C=N/NC(=O)c2nnn(-c3nonc3N)c2C)ccc1OCc1cccc(F)c1 | 0 | -3 | 4 | -4 | 0 | -2 | 0 | -1 | 2
O=C(OCC(=O)c1ccccc1Cl)c1cnccn1 | 4 | 0 | -3 | 1 | 12 | 0 | 0 | 1 | 0
COc1ccc(C#Cc2c(-c3ccc(OC)cc3)oc3ccc(-c4ccc5c(c4)OCO5)cc23)cc1 | 3 | 7 | 6 | 0 | 6 | 2 | -6 | 7 | -2
COC(=O)CSc1nnc2c3c4c(sc3nc(-n3nc(C)cc3C)n12)COC(C)(C)C4 | 4 | 4 | 3 | 10 | 7 | -1 | -1 | 7 | -1
C=CCNC(=S)N1CCN(Cc2ccc3c(c2)OCO3)CC1 | -3 | -4 | -5 | -4 | 1 | -4 | 2 | 0 | -6
CC(=O)N1CCN(C(=O)c2ccc(-c3ccccc3Cl)o2)CC1 | 4 | 6 | 5 | · | 9 | · | 0 | -4 | 4
O=S(=O)(c1cccc2nsnc12)N1CCN(C/C=C\c2ccccc2)CC1 | 4 | -1 | 3 | 5 | 2 | 3 | -1 | 2 | 1
C=CCn1c(SCC(=O)Nc2ccc(F)cc2F)nnc1-c1cnccn1 | -2 | -2 | 2 | 2 | 5 | -2 | 2 | 0 | -1
COc1ccc(-c2n[nH]c3c2CN(C(=O)c2ccc(F)cc2)CC3)cc1 | 4 | -10 | 0 | -6 | 1 | 0 | 0 | 0 | 1
COc1ccc([N+](=O)[O-])c(S(=O)(=O)c2ccc(Cl)cc2)n1 | -1 | 3 | -6 | -2 | 1 | -2 | 0 | 1 | 1
Cc1ccc(C(=O)C(=O)c2ccc(C)c(N)c2)cc1N | 3 | -5 | 3 | 1 | 2 | 4 | 1 | -1 | 4
CCOc1ccc2c(c1)C(=O)c1cc(OCC(=O)O)ccc1-2 | 2 | 1 | 37* | 2 | 8 | -5 | 5 | 3 | -2
COc1ccc(NC(=O)C2=CN3CCS(=O)(=O)N=C3C=C2)c(OC)c1 | -1 | 2 | 2 | · | 5 | · | 1 | 2 | 0
O=C(CCc1nnc(CCC2CCCCC2)o1)NCCc1ccccn1 | -9 | 2 | 3 | 10 | 0 | 0 | 6 | 3 | 4
CCOC(=O)c1sc(C(=O)OCC)c(OCCO)c1OCCO | 0 | -13 | -1 | -1 | 1 | 1 | 1 | 5 | -3
Cc1oc2cc(Br)c(O)c(Br)c2c1-c1ccccc1 | 6 | 72* | 17 | 9 | -4 | -2 | 0 | 16 | -2
O=C(/C=C/c1ccccc1Cl)OCC(=O)c1ccc[nH]1 | -7 | 25 | 10 | · | 2 | · | -6 | -1 | -1
COc1ccc(/C=C/C(=O)N(C)C2CCCCC2)cc1Br | -1 | 8 | 0 | 2 | 8 | -2 | -2 | 5 | 3
Cc1ccc(N2C(=O)N(CC(=O)NC(c3ccccc3)c3ccccc3)C(=O)C2C)cc1 (centres undefined) | -8 | 5 | 7 | 2 | 8 | 0 | -1 | 1 | 5
COCCn1c(SCC(=O)Nc2ccc(NC(C)=O)cc2)nc2c([nH]c3ccccc32)c1=O | -8 | -12 | 1 | -1 | 5 | -7 | -4 | -3 | -7
Cc1cc(Oc2ccccc2)nc(N2CCOCC2)n1 | 2 | -5 | -1 | 5 | 1 | 2 | -1 | 2 | 5
COc1ccccc1OCCNC(=O)c1cccc(S(=O)(=O)NCc2ccccc2)c1 | 8 | 6 | -4 | · | 10 | · | -3 | 2 | -1
Cc1ccc(S(=O)(=O)Nc2nc(N)n(-c3ccccc3)n2)cc1 | 0 | · | 2 | 7 | · | 1 | 0 | · | -3
CNC(=S)N1CCn2cccc2C1c1cc(OC)c(OC)c(OC)c1 (centres undefined) | -1 | 7 | 4 | 8 | -6 | 0 | -1 | -3 | -2
C/C(=N\NC(=O)c1cc(-c2ccc(Br)s2)[nH]n1)c1ccncc1 | -54 | -3 | -2 | -6 | -4 | -6 | -13 | 1 | -3
CN(C)C(/C=C/Nc1ccc(F)cc1)=C(C#N)C#N | -2 | 7 | 6 | 1 | 7 | -1 | 4 | 0 | -1
O=C(COC(=O)C1=COCCO1)Nc1ccc(F)cc1 | -7 | 69* | 7 | -7 | 5 | 2 | 3 | 2 | 2
C/C(=N\NC(=O)c1ccccc1O)c1ccc(Br)s1 | -5 | -2 | 6 | 73* | 6 | 1 | 3 | 4 | 3
O=C(Nc1ncccn1)c1ccc([N+](=O)[O-])o1 | 2 | 78* | 9 | -6 | 8 | -4 | -3 | 8 | -2
O=C(/C=C/c1ccc([N+](=O)[O-])cc1)c1ccco1 | 3 | -5 | 4 | 3 | 2 | 1 | -1 | 3 | -1
COc1ccc(C2=NOC(COc3ccc([N+](=O)[O-])cc3)C2)cc1 (centres undefined) | 6 | 2 | -5 | 18 | 1 | -3 | 0 | 3 | -1
CCOC(=O)C1CCN(C(=O)COC(=O)/C=C/c2cccc(OC)c2OC)CC1 | · | 6 | -1 | · | 5 | · | · | 6 | 1
CCSc1nc2cc(OC)c(OC)cc2c(=O)n1CCc1ccccc1 | 6 | -5 | 2 | 2 | 0 | 14 | 0 | -2 | 2
CSCCC(NS(=O)(=O)c1ccc2c(c1)OCCO2)C(=O)N(C)Cc1ccccc1F (centres undefined) | -1 | 9 | 5 | · | 8 | · | -1 | 8 | -4
O=C(Nc1ccc(CN2CCOCC2)cc1)c1ccc(F)cc1 | 5 | -5 | -1 | 3 | 8 | 2 | 6 | 8 | 1
CCCCCn1c(CN2CCN(c3cccc(Cl)c3)CC2)nc2c1c(=O)[nH]c(=O)n2C | -2 | -11 | 9 | -1 | -6 | -1 | -3 | 0 | 1
CCOc1ccc(S(=O)(=O)NCCC(=O)N2CCN(c3ccccc3O)CC2)cc1 | -3 | 12 | 6 | 5 | 9 | 0 | 0 | 2 | 0
O=S1(=O)CCN2C=C(Br)C=C(Br)C2=N1 | -1 | -4 | -2 | 11 | 8 | 4 | 0 | 2 | -1
O=C1CC(C(=O)Nc2ccc(Cl)c(Cl)c2)S/C(=N\N=C\c2ccco2)N1 (centres undefined) | -38 | -7 | 2 | -19 | -15 | -13 | -6 | -6 | -1

From PubChem
